CHO parental Ca: ATP-evoked calcium signal inhibitors, parental CHO, primary screen, counter-screen for OX1R antagonist project, cell-based, fluorescence, Fluo-8 calcium dye; inhibition, % at 5.6 µM; hit rate 0.63% among 330,000; parental CHO-K1, ATP-induced calcium, Fluo-8 fluorescence; AID 463079, 2010;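 active = inhibition above that plate's mean sample inhibition plus 3 SD, cut at about 26% in these data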;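 note: 0% = ATP-challenged DMSO wells and 100% = DMSO wells without ATP; some compounds past the cut are filed as inactive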
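Material – parental CHO cells · Reagent – ATP stimulus · Compound – single nominal dose of 5.6 µM per compound · Detection – Fluo-8 fluorescence · Read-out basis – percent inhibition of calcium signal · Controls – ATP-challenged DMSO wells low, unchallenged DMSO wells high · Repeats – no replicates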
TAAR1 antag: human TAAR1 antagonists, primary screen, Fluo-8 calcium fluorescence, CHO RD-HGA16 cells; Trace amine-associated receptor 1 (Homo sapiens), Q96RJ0; antagonist; inhibition, % at 3 µM; hit rate 1.5% among 360,000; AID 624466, 2012;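 active = inhibition above a per-plate cutoff, the mean inhibition of test compounds on that plate plus 3 SD, cut at about 49% in these data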;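 note: 0% = DMSO plus EC80 beta-PEA response and 100% = DMSO alone without agonist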
Target sequence (Q96RJ0 whole entry, looked up): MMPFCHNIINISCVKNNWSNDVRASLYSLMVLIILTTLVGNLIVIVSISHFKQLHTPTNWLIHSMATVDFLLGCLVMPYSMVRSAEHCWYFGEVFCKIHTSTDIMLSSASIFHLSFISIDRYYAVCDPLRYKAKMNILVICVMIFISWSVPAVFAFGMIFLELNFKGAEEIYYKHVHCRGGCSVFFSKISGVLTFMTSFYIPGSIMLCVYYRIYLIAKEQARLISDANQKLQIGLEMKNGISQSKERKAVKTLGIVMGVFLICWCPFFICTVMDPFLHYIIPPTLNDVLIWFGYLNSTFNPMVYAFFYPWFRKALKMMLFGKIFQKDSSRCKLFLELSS
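Test system – hTAAR1-expressing CHO RD-HGA16 cells, Gα16-coupled · Also added – β-PEA at EC80 concentration, post-compound challenge · Compound – 3 µM, single point · Incubation – dye loading 75 min at 37 °C, then 30 min room temperature · Measured by – Fluo-8 intracellular calcium dye fluorescence, real-time kinetic reads · Benchmarks – vehicle and agonist controls · Replicates – singlicate, one well per test compound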
GPR7 antagonist: GPR7 receptor antagonists, primary screen, cell-based, fluorescence, single concentration. Neuropeptides B/W receptor type 1 (Homo sapiens), P48145. GPR7-expressing cells, fluorescence antagonist assay. inhibition, % at 4.4 µM. hit rate 1.1% among 290,000; in the data active = inhibition above about 16%, passing the limit was not always enough;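 note: cells stimulated with the agonist NPW; 0% = agonist with vehicle and 100% = vehicle without agonist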
Target sequence (P48145 whole entry, looked up): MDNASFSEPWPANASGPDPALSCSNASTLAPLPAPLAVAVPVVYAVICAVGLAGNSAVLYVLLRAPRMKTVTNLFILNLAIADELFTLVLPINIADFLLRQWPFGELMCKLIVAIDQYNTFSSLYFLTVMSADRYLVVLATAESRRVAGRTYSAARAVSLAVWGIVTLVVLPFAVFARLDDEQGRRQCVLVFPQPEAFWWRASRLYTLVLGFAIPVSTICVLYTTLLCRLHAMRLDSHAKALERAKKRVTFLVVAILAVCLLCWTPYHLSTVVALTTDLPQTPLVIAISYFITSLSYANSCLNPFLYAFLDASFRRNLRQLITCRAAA
M1 ag parental: counter-screen for M1 agonists: effect in parental CHO-K1 cells; Fluo-8 calcium fluorescence; scaled to maximal ATP response, vehicle zero; activation, % at 3 µM; hit rate 0.48% among 360,000; AID 602248, 2012; in the data active = activation above about 15%;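 note: untransfected CHO-K1 host cells lacking M1 receptor as counterscreen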
OXTR potentiator: human OXTR potentiators, primary screen, fluorescence, CHO-OTR cells, Fluo-8 calcium; Oxytocin receptor (Homo sapiens), P30559; Fluo-8 calcium fluorescence, potentiator mode; 0% = oxytocin EC15, 100% = EC100; activation, % at 3 µM; hit rate 0.061% among 320,000;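 active = activation above that plate's cutoff, the mean activation of tested compounds plus 3 SD, cut at about 6.6% in these data, passing the limit was not always enough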;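 note: 100% uses oxytocin at 75 nM as the full agonist control; some results filed as inactive read as strong as hits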
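Assay system: CHO-OTR cells, human receptor / Also added: oxytocin at about EC15, sub-maximal agonist stimulus / Dosing: single dose, 3.0 µM nominal final compound concentration / Incubation: 6 min pre-incubation, 100 s read / Technique: Fluo-8 calcium dye fluorescence / Read-out: % activation vs EC15 and EC100 oxytocin / Benchmarks: EC15 oxytocin low, 75 nM oxytocin high / Replicates: singlicate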
V1R ag counter: agonists of human V1a receptor, primary screen, counter-screen for OXTR agonist project, fluorescence, CHO-V1R cells; activation, % at 3 µM; Vasopressin V1a receptor (Homo sapiens), P37288; hit rate 0.25% among 320,000; Fluo-8 calcium fluorescence, agonist mode; 0% DMSO, 100% 3 nM vasopressin;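 active = activation above the mean activation of all tested compounds plus 3 SD, per screening run, cut at about 20% in these data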;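 note: signal is peak over basal fluorescence ratio across a 100 second FLIPR read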
Target sequence (P37288 whole entry, looked up): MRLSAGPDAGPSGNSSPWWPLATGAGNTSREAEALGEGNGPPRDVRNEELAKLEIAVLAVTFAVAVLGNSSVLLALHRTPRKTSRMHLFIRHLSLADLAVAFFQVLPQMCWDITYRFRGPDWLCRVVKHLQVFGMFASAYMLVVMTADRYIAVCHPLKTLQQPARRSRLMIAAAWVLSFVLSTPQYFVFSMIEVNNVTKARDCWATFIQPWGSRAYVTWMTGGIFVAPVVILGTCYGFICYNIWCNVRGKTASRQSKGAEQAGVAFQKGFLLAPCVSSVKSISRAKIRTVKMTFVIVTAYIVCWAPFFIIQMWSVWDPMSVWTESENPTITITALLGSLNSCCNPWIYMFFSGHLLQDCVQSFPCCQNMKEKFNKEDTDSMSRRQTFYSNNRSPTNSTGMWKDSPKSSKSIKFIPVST
CHO-K1 Ca antag: counter-screen for M1 antagonists: effect in parental CHO-K1 cells; ATP-induced calcium, Fluo-8 fluorescence; inhibition, % at 3 µM; hit rate 0.6% among 360,000; AID 602250;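 active = inhibition above a per-plate cutoff, the plate's mean sample inhibition plus 3 SD, cut at about 24% in these data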;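 note: 0% = DMSO plus EC80 ATP and 100% = DMSO alone without ATP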
M1 PAM parental: nonselective calcium activators in parental CHO-K1 cells, primary screen, counter-screen for M1 PAM project, cell-based, Fluo-8 calcium fluorescence, full deck, 1536-well; activation, % at 3 µM; hit rate 0.02% among 360,000; ATP EC20; 0% at ATP EC20, 100% at ATP max;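 active = activation above the run cutoff, the mean activation of all test compounds plus 3 SD, cut at about 40% in these data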;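 note: peak over basal fluorescence ratio in a 140 s read after ATP addition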
OXTR ag: human OXTR agonists, primary screen, fluorescence, CHO-OTR cells, Fluo-8 calcium; Fluo-8 calcium fluorescence; normalized: DMSO 0%, oxytocin 100%; activation, % at 3 µM; hit rate 0.32% among 320,000; AID 2435, 2010;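 active = activation above the mean of all tested compounds plus 3 SD, cutoff set per screening run, cut at about 20% in these data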;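 note: peak over basal fluorescence ratio from a 100 s FLIPR kinetic read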
The depositor's hits bear a star; / = no result given. Random draw from the library; any-hit rate near 3.5%.

SMILES | CHO parental Ca | TAAR1 antag | GPR7 antagonist | M1 ag parental | OXTR potentiator | V1R ag counter | CHO-K1 Ca antag | M1 PAM parental | OXTR ag
CC1(C)Cc2c(C#N)c(NCCO)nc(-c3ccco3)c2CO1 | -15 | -19 | -4 | 0.6 | -3 | 0.2 | -7 | 20 | 0.2
CC(C)(C)C(=O)CN1C2=NCCN2c2ccccc21 | -5 | 8 | -10 | 0.7 | -7 | -0.1 | -6 | 24 | 0.1
Cc1nnc(N/N=C/c2cccs2)[nH]c1=O | 8 | -1 | -8 | 0.0 | -6 | 0.5 | -1 | 14 | -0.3
COc1cc(/C=N/NC(=O)c2cc(O)cc(O)c2)ccc1OC(=O)c1ccccc1 | / | -35 | -3 | -0.4 | / | / | -11 | 10 | /
CCn1c(O)c(N=Nc2ccc(Cl)c(C(=O)O)c2)c2ccccc21 | -4 | -2 | 1 | 0.1 | 1 | 0.3 | -4 | 14 | 1.2
Brc1cccc(OCCCNC2CCCC2)c1 | -21 | -9 | -5 | 1.9 | -8 | 2.1 | -15 | 20 | 2.7
COc1c(S(=O)(=O)n2nc(C)cc2C)ccc(Cl)c1Cl | -13 | 9 | -17 | 0.5 | -5 | -0.9 | 1 | 16 | -1.0
O=C(Oc1ccc(Cl)c(Cl)c1)C1=CC=CN2CCS(=O)(=O)N=C12 | 3 | 4 | / | 6.7 | -7 | 6.2 | -4 | -3 | 3.5
CC(C)(C)OC(=O)N1Cc2ccccc2C[C@H]1C(=O)NCC(=O)NCC1CCCO1 (stereo partly specified) | -9 | -5 | -7 | 1.5 | -3 | 0.4 | -10 | 10 | -0.6
COCCNC(=O)c1cc(-c2ccccc2)n(CC2CC(c3ccc(OC)cc3)=NO2)n1 (stereo unspecified) | -7 | 53* | / | 4.8 | -8 | 1.3 | 11 | -27 | -1.6
COc1cc(/C=C(/C#N)C(=O)Nc2ccccc2)c(Br)cc1OCc1ccc(C(=O)O)cc1 | 59* | 48 | -20 | 1.4 | -4 | 2.8 | -8 | 14 | 2.4
CCCn1c(COc2ccccc2)nc2ccccc21 | -14 | -27 | 8 | -0.2 | 1 | -1.8 | 1 | -9 | -1.1
CCOC(=O)c1cnc2ccc(OC)cc2c1NCc1ccccc1 | -26 | 8 | 13 | -0.1 | -8 | -0.6 | 16 | -12 | -2.2
Cc1nnsc1C(=O)NC1CCCc2c1cnn2-c1ccc(C(C)(C)C)cc1 (stereo unspecified) | 41* | 16 | 15 | 9.7 | -8 | 5.2 | 13 | -11 | 7.2
O=C(O)C1CCCN1C(=O)Nc1ccc(Cl)cc1 (stereo unspecified) | -7 | -1 | -5 | 0.0 | -2 | -0.4 | 0 | -7 | -1.0
CC(C)NC(=O)c1ccc(Sc2ccccc2)c([N+](=O)[O-])c1 | -18 | -6 | 6 | -0.3 | -10 | -1.7 | 2 | 2 | -2.2
CCCCn1nnnc1C(c1cc2ccccc2o1)N1CCN(CC(=O)N2CCCC2)CC1 (stereo unspecified) | / | -2 | / | 0.8 | / | / | -25 | 9 | /
c1ccc2c(-c3nn4nnnc4c4ccccc34)cccc2c1 | -21 | -20 | -5 | 0.1 | -11 | 0.8 | -2 | 9 | -2.7
O=C(N/N=C/c1cccn1-c1ccc([N+](=O)[O-])cc1)C(O)c1ccccc1 (stereo unspecified) | -18 | 5 | 6 | 4.8 | 2 | -0.8 | -5 | 21 | -0.7
CCNc1nc(NCC)n2c(SCC(=O)c3ccc(C(C)C)cc3)nnc2n1 | -9 | -13 | -10 | 0.4 | 5 | -1.3 | -8 | 16 | -1.5
Cc1coc(C)c1C(=O)CC1(O)C(=O)N(C)c2ccc(Cl)cc21 (stereo unspecified) | -9 | -18 | 9 | -0.5 | -6 | 0.8 | 20 | -16 | -0.3
O=C(Nc1ccccc1Cl)c1cc(C2CCCCN2C(=O)CCc2ccccc2)on1 (stereo unspecified) | / | -19 | / | 0.6 | / | / | 0 | 4 | /
Cc1cccc(NC(=S)N2CCOCC2)c1C | -6 | 2 | -7 | 0.2 | -4 | 1.0 | -7 | -2 | -0.4
Cc1ccccc1NS(=O)(=O)c1ccc(C(=O)NCc2ccccc2CN2CCCC2)cc1 | / | -6 | / | 0.9 | / | / | 22 | -8 | /
C=CC(=O)Oc1ccc(N2Cc3ccccc3C2=O)cc1 | 1 | / | / | 1.1 | 4 | 0.9 | 1 | -22 | 0.7
COc1ccc(N2C(=O)C3C(C2=O)C(C(=O)c2ccc(Cl)cc2)N2CCCC32)cc1 (stereo unspecified) | -1 | -6 | -5 | 3.8 | -6 | 5.7 | -7 | 19 | 7.3
COc1ccc(-c2c/c(=N\c3nc(-c4ccccc4)c(C)s3)c3ccccc3o2)cc1O | -14 | 34 | 7 | 1.7 | -2 | 7.0 | -11 | 10 | -0.2
CN(C)CCOC(=O)C12CC3CC(C1)CC(C(=O)OCCN(C)C)(C3)C2 | 0 | -14 | 0 | 5.7 | 1 | 0.6 | -2 | 7 | 1.2
COc1ccc(C(N)CCc2ccco2)cc1 (stereo unspecified) | -11 | -7 | 1 | 1.4 | -9 | 3.5 | -16 | 27 | 1.8
O=C(NCCc1nnc2ccc(SCC(=O)N3CCCC3)nn12)c1ccc(F)cc1 | -10 | -8 | -10 | 2.1 | -5 | -1.1 | -1 | 16 | -0.4

In the list so far, four have a furan ring, fused or not.
SMILES | CHO parental Ca | TAAR1 antag | GPR7 antagonist | M1 ag parental | OXTR potentiator | V1R ag counter | CHO-K1 Ca antag | M1 PAM parental | OXTR ag
CC1(C)Cc2c(C#N)c(NCCO)nc(-c3ccco3)c2CO1 | -15 | -19 | -4 | 0.6 | -3 | 0.2 | -7 | 20 | 0.2
CCCCn1nnnc1C(c1cc2ccccc2o1)N1CCN(CC(=O)N2CCCC2)CC1 (stereo unspecified) | / | -2 | / | 0.8 | / | / | -25 | 9 | /
Cc1coc(C)c1C(=O)CC1(O)C(=O)N(C)c2ccc(Cl)cc21 (stereo unspecified) | -9 | -18 | 9 | -0.5 | -6 | 0.8 | 20 | -16 | -0.3
COc1ccc(C(N)CCc2ccco2)cc1 (stereo unspecified) | -11 | -7 | 1 | 1.4 | -9 | 3.5 | -16 | 27 | 1.8

Other results:
SMILES | CHO parental Ca | TAAR1 antag | GPR7 antagonist | M1 ag parental | OXTR potentiator | V1R ag counter | CHO-K1 Ca antag | M1 PAM parental | OXTR ag
C=C(C)Cn1c(C(C)NC(=O)CCC)nc2ccccc21 (stereo unspecified) | -20 | -3 | -3 | 0.1 | -4 | -0.7 | -10 | 21 | -0.4
CC(C)(C)C(=O)NCc1ccc(C(=O)CN2C(=O)NC3(CCCC3)C2=O)s1 | / | -1 | / | 1.2 | / | / | -2 | 16 | /
NC(=O)c1ccccc1OCC(=O)NS(=O)(=O)c1ccccc1 | 3 | -11 | -16 | 0.1 | -4 | 1.4 | 3 | 4 | 0.6
O=C(O)c1cc(N/N=C/c2ccc(OCc3ccccc3)cc2)ccc1Cl | 2 | -12 | 4 | -0.7 | -15 | -1.2 | 1 | -1 | -1.8
COC(=O)c1ccc2nc(-c3ccc(F)cc3)c(Cc3ccccc3)n2c1 | / | 23 | / | 0.1 | / | / | 16 | -12 | /
COCCCNC(=O)CNC(=O)c1cn(-c2ccccc2OC)c(=O)c2ccccc12 | 7 | 9 | -2 | 0.0 | -19 | 0.1 | -19 | 13 | -0.3
C[C@@H]1CN([C@@H](C)CO)C(=O)CCCn2nncc2CO[C@H]1CN(C)C(=O)OCc1ccccc1 | / | -5 | / | 0.8 | / | / | -14 | 20 | /
S=C(NCCN1CCOCC1)N/N=C/c1ccccc1 | -12 | -4 | 2 | 0.5 | 0 | 0.2 | 7 | 10 | 0.3
c1ccc2c(c1)[nH]c1c(N3CCCC3)ncnc12 | 3 | 17 | -8 | 10 | -19 | 8.0 | -7 | 6 | 8.3
CN(C)c1ccc(/C=N/NC(=O)CN2CCCCC2)cc1Br | -10 | -5 | -15 | 0.3 | -7 | -0.1 | -6 | 3 | 0.1
O=C(Cn1nnnc1CN1CCOCC1)N1CCC(c2cccc(Cl)c2)C1 (stereo unspecified) | -7 | -4 | -9 | 0.2 | -5 | -0.5 | 4 | -24 | -0.6
CNC(=S)Nc1ccc(OC)c(OC)c1 | -3 | 11 | -1 | 0.2 | -5 | 0.2 | -4 | 20 | 0.5
CCCCC1=NN(C(=O)c2cocc2C)C(O)(C(F)(F)F)C1 (stereo unspecified) | 1 | 8 | -3 | 0.5 | -1 | -1.1 | 1 | 9 | -2.1
CC(C)(C)NS(=O)(=O)CC12CCC(CC1=O)C2(C)C (stereo unspecified) | -4 | 4 | -5 | 0.2 | -4 | 0.3 | 6 | -6 | 0.3
O=C(O)c1c(-c2ccccc2)oc2ccc(O)cc12 | -1 | -2 | -8 | 1.6 | -3 | 0.3 | -11 | 15 | 0.5
Cc1nc2ccccc2n1C(=O)c1ccccc1[N+](=O)[O-] | 5 | -21 | -10 | 0.5 | -3 | 0.1 | 4 | 9 | 0.3
COc1ccc(NS(=O)(=O)c2ccc(OCC(=O)N3CCCC3)cc2)cc1 | -1 | 15 | -7 | 17* | 1 | 3.3 | -7 | 20 | 6.4
N#CCOC(=O)C1CCN(S(=O)(=O)c2ccc3c(c2)OCCO3)CC1 | 23 | -5 | / | 2.3 | -7 | 0.3 | -2 | 13 | -0.6
CN(CC(=O)NCc1ccccc1Cl)S(=O)(=O)c1cccs1 | -16 | -10 | 2 | 1.3 | -6 | 1.0 | -20 | 28 | 0.1
Cc1cc(C)cc(N2Cc3ccccc3C2)c1 | -12 | -24 | -5 | 0.2 | -3 | -1.1 | 11 | 3 | -1.3
CN(C(=O)COC(=O)c1cc(-c2ccco2)nc2ccccc12)C1CCS(=O)(=O)C1 (stereo unspecified) | 5 | -31 | -6 | 0.6 | -19 | 0.4 | -3 | 7 | -0.1
N/C(=N\OC(=O)Cc1ccc(-c2ccccc2)cc1)c1cccc([N+](=O)[O-])c1 | -6 | 27 | 9 | 1.3 | -9 | 1.5 | -13 | 9 | 3.1
O=C(c1ccccc1)N1CCN(S(=O)(=O)c2ccc(Cl)c(C(F)(F)F)c2)CC1 | -11 | 3 | / | 0.2 | -4 | 1.2 | -24 | 19 | -0.2
NC(=O)C1CCN(C(=O)/C=C/c2ccco2)CC1 | 14 | -3 | -9 | 0.1 | -8 | 0.6 | -3 | 8 | 0.6

High-throughput results (PubChem)
